AT treatment = potential ataxia-telangiectasia treatment; […] A-T fibroblasts, KAP-1 phosphorylation AlphaLISA; neocarzinostatin DNA damage 30 min before lysis; Potency, µM (titrated, usually from 57.5 µM), for inactives: at the top dose activation, usual class: activators; hit rate 0.19% among 320,000; AID 485349; note: potency is the fitted concentration of half-maximal effect; % of control where 0% means no effect; nearly all actives have a fitted effect of over 45% in size
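hTERT-immortalized A-T patient fibroblasts ([…]), 500 cells/well in OPTI-MEM, 1% FBS, got compounds for 60 min, then NCS for 30 min at 37C. Lysates were then assayed for phospho-KAP-1 by AlphaLISA (anti-pKAP1 donor, anti-KAP1 acceptor beads), 6 hr at 25C.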
CXXC DNA block = inhibitors of human MLL CXXC domain-DNA interaction; MLL-CXXC / FITC-HOXA9 DNA fluorescence polarization; Potency, µM (titrated, usually from 115 µM), for the others: top-dose activity change, negative = inhibition, most hits filed as inhibitors; hit rate 0.037% among 290,000; AID 2662; active = well fitted inhibition curve with a large enough effect in the polarisation, with a control signal flat, not every such curve was filed as active; inconclusive = small, poorly fitted or top-dose-only effect, or effect the other way, or a change in a side signal; inactive = no such curve, though single readings can be large or run the other way; the % refers to the polarisation; note: potency is the fitted concentration of half-maximal effect
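Purified MLL-CXXC (added from a 7 uM solution) was preincubated 5 min at ambient with pinned compounds in 50 mM Tris-HCl pH 7.5, 50 mM NaCl, 1 mM DTT, 0.05% BSA. Fluorescein-labeled HOX-A9 DNA (50 nM solution) followed, 30 min, then polarization read.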
p53 reactivation = restores transcriptional activity of mutant p53 | hit rate 0.063% among 320,000 | Potency, µM (doses to about 92.2 µM), for inactives: top-dose activity change, positive = activation, actives largely listed as activators | H1299 p53-A138V BP100-luciferase reporter, luminescence, 24 h | AID 504706; note: potency is the fitted concentration of half-maximal effect; % of control where 0% means no effect; nearly all actives have a fitted effect of over 45% in size
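H1299 (p53-null), stable ts p53-A138V + BP100-Luc; 1000 cells/well, Opti-MEM/10% FBS; cpd 4 pt, 1:5; 24 h, 37 deg C, 5% CO2; detection reagent 10 min RT; luminescence.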
TCR activator = activates T cell receptor signaling. primary human leukocytes, anti-CD3, IL-2 HTRF, 48 h. Potency, µM (doses to about 9.22 µM), for the others: top-dose activation of IL-2 secretion, most hits filed as activators. AID 504894. 330,000 tested, under 10 active; note: % of control where 0% means no effect
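Using a-CD3 beads without co-stimulation, primary human leukocytes were exposed to compounds for 48 hr. An HTRF IL-2 kit measured the cytokine, with europium-to-d2 energy transfer producing emission at 665nm upon 320nm excitation.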
Integrin act MD = activates integrin-mediated alleviation for muscular dystrophy; alpha7betagal myoblasts, beta-gal FDG fluorescence, 48 h; Potency, µM (top dose mostly 38.3 µM), for inactives: at the highest dose activation, usual class: activators; hit rate 0.064% among 350,000;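 note: potency is the fitted concentration of half-maximal effect; 100% = response of the positive control SU9516; nearly all actives have a fitted effect of over 60% in size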
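alpha7betagal+/- myoblasts (passage 13, 250/well) treated 48 h at 37C with compounds at 1:260 dilution of DMSO stock. Lysed, then beta-galactosidase activity read as FDG fluorescence (ex 480/em 540) after 30 min, with pre-read for autofluorescence.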
PTAP TSG101 blk = blocks PTAP/TSG101 interaction to inhibit HIV-1 budding. Q99816. Fluorescence polarization, FITC-PTAP peptide / Tsg101 binding. Potency, µM (doses to about 115 µM), without a hit: at the highest dose activity change, negative = inhibition, usual class: inhibitors. 340,000 tested, under 10 active; active = well fitted inhibition curve with a large enough effect in the main read-out, with a control signal flat, not every such curve was filed as active; inconclusive = small, poorly fitted or top-dose-only effect, or effect the other way, or a change in a side signal; inactive = no such curve, though single readings can be large or run the other way; note: potency is the fitted concentration of half-maximal effect; % of control where 0% means no effect
Target sequence (Q99816 whole entry, looked up): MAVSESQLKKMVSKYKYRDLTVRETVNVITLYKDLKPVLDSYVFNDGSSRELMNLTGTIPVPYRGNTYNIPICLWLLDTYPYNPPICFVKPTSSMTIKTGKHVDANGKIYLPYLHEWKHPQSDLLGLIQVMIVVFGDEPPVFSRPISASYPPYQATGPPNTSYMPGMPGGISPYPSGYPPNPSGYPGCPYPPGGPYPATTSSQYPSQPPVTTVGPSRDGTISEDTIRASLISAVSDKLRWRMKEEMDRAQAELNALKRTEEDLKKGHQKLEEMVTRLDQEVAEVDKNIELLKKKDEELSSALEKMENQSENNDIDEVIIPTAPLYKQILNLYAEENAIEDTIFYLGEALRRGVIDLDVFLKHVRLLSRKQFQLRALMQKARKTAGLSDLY
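Fluorescence polarization binding of Tsg101 binding domain (10 uM final) to FITC-labeled PTAP peptide (50 nM final) in HEPES pH 7.5 buffer with NaCl, Tween 20, EDTA, TCEP. Compounds added before peptide; binding 20 min at RT.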
TRPV1 ag = activates the human vanilloid receptor TRPV1; Q8NER1; TRPV1-expressing cells, Fluo-8 calcium influx, agonist mode; activation, % at 8.33 µM; hit rate 0.19% among 320,000; AID 540275; in the data active = activation above about 80%; inconclusive = between about 30% and that limit; note: 0% is about no effect
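Fluo-8 calcium influx in TRPV1-expressing cells, kinetic read (ex 480/em 520 nm). Compound added and read 3 min for agonist activity, followed by capsaicin at EC20 final and 2 min further read for enhancement.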
BRCA1 expr up = activators of BRCA1 expression; MCF7-BRCA1-FFLuc reporter, luminescence, 48 h; response scale: scaled: vehicle 0%, 10 µM genistein 100%; Potency, µM (top dose mostly 46.1 µM), for the others: at the top dose activation, usual class: activators; hit rate 1.1% among 380,000; note: potency is the fitted concentration of half-maximal effect; nearly all actives have a fitted effect of over 80% in size; some results filed as inactive show a strong effect at the top dose
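MCF7 cells carrying a BRCA1-firefly luciferase reporter (2000 cells/well, phenol-red free MEM) were attached for 2 h at 37 °C, then given compounds for 48 h. Luminescence was read 15 min after luciferase reagent; activity normalized to genistein (10 microM) and DMSO.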
B2AR arrestin = beta2AR (human) beta-arrestin recruitment activity; beta-arrestin recruitment to beta2AR, cell-based reporter; Potency, µM (titrated, usually from 46.1 µM), for inactives: top-dose activation, actives largely listed as activators; hit rate 0.02% among 330,000;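 note: potency is the fitted concentration of half-maximal effect; 0% = DMSO controls and full agonism = EC100 isoproterenol or metaproterenol; nearly all actives have a fitted effect of over 65% in size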
Target sequence (P07550 whole entry, looked up): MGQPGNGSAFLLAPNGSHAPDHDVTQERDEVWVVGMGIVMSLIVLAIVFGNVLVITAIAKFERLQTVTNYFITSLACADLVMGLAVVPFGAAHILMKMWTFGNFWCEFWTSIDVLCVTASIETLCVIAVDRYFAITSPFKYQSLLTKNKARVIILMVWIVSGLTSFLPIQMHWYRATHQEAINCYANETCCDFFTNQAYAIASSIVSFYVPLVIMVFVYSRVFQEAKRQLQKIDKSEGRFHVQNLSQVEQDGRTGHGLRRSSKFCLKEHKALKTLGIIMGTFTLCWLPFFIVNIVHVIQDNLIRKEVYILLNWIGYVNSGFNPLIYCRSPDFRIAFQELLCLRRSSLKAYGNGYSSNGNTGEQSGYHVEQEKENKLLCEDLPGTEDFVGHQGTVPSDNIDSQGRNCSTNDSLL
ELG1 repair inh = inhibitors of ELG1-dependent DNA repair in HEK293T cells | HEK293T ELG1-luciferase reporter, luminescence, 16 h; DNA damage induced by 5-fluorouridine | Potency, µM (series often up to 46.1 µM), without a hit: top-dose activity change, negative = inhibition, most hits filed as inhibitors | hit rate 2.3% among 330,000; note: potency is the fitted concentration of half-maximal effect; % is set by controls: 0 for no effect and ±100 for the full control effect; nearly all actives have a fitted effect of over 55% in size
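Luminescence from the luciferase reporter, measured 30 min after ONE-Glo reagent at room temperature, was the read-out. Beforehand, 2,000 cells per well were exposed for 16 hr at 37 °C to 5-fluorouridine together with compound or vehicle.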
The depositor's hits bear a star; ? = inconclusive; nt = no result given; [ ] = another dose, or the depositor's remark. Unless noted, calls come from the whole dose curve; as a rule, active = well fitted curve in the direction sought with a large enough effect; inconclusive = small, poorly fitted or top-dose-only effect, or another doubt; inactive = no such curve, though single readings can be large; an effect the other way counts as inactive or inconclusive.

#1 CC(OC(=O)Cc1c[nH]c2ccccc12)C(=O)NC1CCCCC1C (configuration not stated)
#2 Oc1ccccc1C=NC1CCCCC1N=Cc1ccccc1O (configuration not stated)
#3 CCOC(=O)C1=C(C)Nc2nc3ccccc3n2C1c1ccncc1 (configuration not stated)
#4 O=C(Cc1cc(=O)[nH]c(=O)[nH]1)NCc1ccc(Cl)cc1
#5 COc1cccc(CNC(=O)CCSCc2ccccc2F)c1
#6 O=C(NC1CCCC1)C(c1cccnc1)N(Cc1ccc(F)cc1)C(=O)c1csnn1 (configuration not stated)
#7 CC(C)CC(CO)N1CCN(C(=O)c2ccccc2)CCC1=O (configuration not stated)
#8 CCCCCCn1c(CN2CCCCC2C)nc2c1c(=O)n(C)c(=O)n2C (configuration not stated)
#9 CN(Nc1cccc(Cl)c1)c1cccc(Cl)c1
#10 CCOc1ccccc1CN1CCN(C2CCC2)CC1CCO (configuration not stated)
Screen / compound no.,1,2,3,4,5,6,7,8,9,10
BRCA1 expr up,5%,3%,-14%[1.84 µM],-10%,-14%,-16%,1%,-6%,-24%,-1%
B2AR arrestin,-0.2%,-1.3%,-0.3%,-0.4%,-0.9%,-0.2%,nt,0.0%,nt,-0.1%
AT treatment,9%,-1%,4%,14%,1%,-4%,nt,4%,nt,3%
p53 reactivation,-20%,3%,-7%,7%,-4%,-1%,nt,-4%,nt,11%
ELG1 repair inh,?,-15%,-28%,4%,8%,11%,nt,?,nt,-5%
PTAP TSG101 blk,-3%,1%,-1%,-4%,0%,-3%,0%,-2%,-7%,0%
TRPV1 ag,19,12,-1,1,?,1,nt,7,nt,-2
CXXC DNA block,nt,-2%,2%,1%,-2%,7%,nt,2%,nt,3%
TCR activator,-1%,nt,-31%,2%,-6%,-1%,-3%,3%[46.1 µM],-6%,-55%
Integrin act MD,3%,20%,13%,10%,16%,-25%,0%,24%,2%,17%

#11 CCOc1ccc(S(=O)(=O)Nc2cccc(Cl)c2)cc1
#12 O=C(COc1ccccc1)Nc1nnc(-c2ccccc2)o1
#13 Cc1cccc(NC(=S)N2CCN(S(=O)(=O)c3cccc(F)c3)CC2)c1
#14 CCC(C)Sc1nc2c(c(=O)n1C)SC(C)C2 (configuration not stated)
#15 N#Cc1c(NC(=O)C2CC(c3ccccc3O)=NO2)sc2c1CCC2 (configuration not stated)
#16 CC(C(=O)O)n1cc(Cl)cn1 (configuration not stated)
#17 Cc1ccc(NCC(=O)Nc2cccc(S(=O)(=O)N(C)C)c2)cc1S(=O)(=O)N1CCCCCC1
#18 CCOC(=O)c1c(C)c(C(=O)Nc2cc(OC)ccc2OC)c(C)n1CC
#19 CC1C(=O)CCN(C(C)C)C1C (configuration not stated)
#20 C/C=C/C(=O)OCC(=O)Nc1ccc(SC(F)F)cc1
Screen / compound no.,11,12,13,14,15,16,17,18,19,20
BRCA1 expr up,-75%,-7%,-18%,-4%,18%,0%,-67%,-83%,15%,31%
B2AR arrestin,nt,0.2%,0.1%,0.1%,-0.6%,0.2%,0.3%,0.3%,-0.4%,0.1%
AT treatment,nt,8%,1%,-5%,-2%,-2%,8%,2%,nt,1%
p53 reactivation,nt,4%,-10%,2%,6%,0%,-5%,0%,?,3%
ELG1 repair inh,nt,13%,-2%,2%,-23%,5%,-20%,?,6%,0%
PTAP TSG101 blk,1%,-4%,3%,-7%,-9%,-4%,-2%,-3%,-1%,-1%
TRPV1 ag,nt,-2,27,7,1,0,-1,13,1,2
CXXC DNA block,nt,-14%,6%,-3%,-1%,9%,nt,0%,-5%,12%
TCR activator,7%,4%,-11%,-2%,2%[46.1 µM],-5%,-4%,1%,-4%,3%
Integrin act MD,24%,10%,-3%,-3%,?,9%,-23%,-17%,22%,-24%

#21 COc1ccc(C2CC(c3ccc(OC)cc3)n3nc(NC(=O)c4cccs4)nc3N2)cc1 (configuration not stated)
#22 Cc1nn(CC#N)c(=O)n1-c1ccccc1
#23 COc1ccc(NC(=O)C2CCN(S(=O)(=O)c3cccnc3)CC2)cc1Cl
#24 COc1cc(/C=C2/C(=O)NN(c3ccc(Cl)cc3)C2=O)cc(Br)c1O
#25 C=C(C)CSc1nnc(-c2ccccc2)n1N
#26 CN(Cc1ccc(Cl)cc1Cl)C(=O)c1cccc(S(=O)(=O)N2CCN(c3ccccc3)CC2)c1
#27 Cc1ccc(CNC(=O)c2ccc(NS(=O)(=O)c3c(C)noc3C)cc2)cc1
#28 CCOC(=O)C1C(=O)C(C(C)=O)C(=O)CC1CC(C)SCC (configuration not stated)
#29 O=C(OCC(=O)N1CCCC1)c1ccc(Cl)nc1
#30 CC[C@]12c3[nH]c4cc(-c5ccco5)ccc4c3CCN1C(=O)[C@@H](CC(=O)NCCCn1ccnc1)C[C@@H]2C(=O)N1CCN(C(=O)C2CC2)CC1
Screen / compound no.,21,22,23,24,25,26,27,28,29,30
BRCA1 expr up,-33%,-17%,-1%,-19%,68%,-37%,1%,14%,1%,12%
B2AR arrestin,-0.2%,0.3%,-0.6%,0.3%,nt,0.1%,-1.5%,4.3%,0.1%,0.0%
AT treatment,-4%,3%,1%,-1%,nt,0%,2%,3%,7%,7%
p53 reactivation,7%,-2%,-5%,29%,nt,-2%,-8%,-1%,?,2%
ELG1 repair inh,-5%,-4%,0%,0%,nt,?,7%,8%,15%,15%
PTAP TSG101 blk,1%,-4%,-1%,-4%,-3%,2%,-4%,-1%,-2%,1%
TRPV1 ag,-7,-2,3,-1,-1,1,-2,-4,-3,nt
CXXC DNA block,4%,-4%,8%,?,-7%,nt,-2%,29%,nt,nt
TCR activator,-3%,-12%,-1%,-3%,1%,2%,2%,-14%,-3%,-1%[46.1 µM]
Integrin act MD,43%,0%,0%,-20%,7%,-4%,10%,-11%,-19%,33%

A different layout for some results above.
#	Molecule	BRCA1 expr up	B2AR arrestin	AT treatment	p53 reactivation	ELG1 repair inh	PTAP TSG101 blk	TRPV1 ag	CXXC DNA block	TCR activator	Integrin act MD
22	Cc1nn(CC#N)c(=O)n1-c1ccccc1	-17%	0.3%	3%	-2%	-4%	-4%	-2	-4%	-12%	0%
23	COc1ccc(NC(=O)C2CCN(S(=O)(=O)c3cccnc3)CC2)cc1Cl	-1%	-0.6%	1%	-5%	0%	-1%	3	8%	-1%	0%
24	COc1cc(/C=C2/C(=O)NN(c3ccc(Cl)cc3)C2=O)cc(Br)c1O	-19%	0.3%	-1%	29%	0%	-4%	-1	?	-3%	-20%
25	C=C(C)CSc1nnc(-c2ccccc2)n1N	68%	nt	nt	nt	nt	-3%	-1	-7%	1%	7%
26	CN(Cc1ccc(Cl)cc1Cl)C(=O)c1cccc(S(=O)(=O)N2CCN(c3ccccc3)CC2)c1	-37%	0.1%	0%	-2%	?	2%	1	nt	2%	-4%
27	Cc1ccc(CNC(=O)c2ccc(NS(=O)(=O)c3c(C)noc3C)cc2)cc1	1%	-1.5%	2%	-8%	7%	-4%	-2	-2%	2%	10%
28	CCOC(=O)C1C(=O)C(C(C)=O)C(=O)CC1CC(C)SCC (configuration not stated)	14%	4.3%	3%	-1%	8%	-1%	-4	29%	-14%	-11%

(list continues)
#31 CCOc1ccc(CCNc2nc3c(c(=O)n(C)c(=O)n3C)n2CC)cc1OCC
#32 CCC(=O)N1CCc2cc(Br)c(S(=O)(=O)NCCN3CCCCC3CC)cc21 (configuration not stated)
#33 Nc1nc(-c2ccc3c(c2)CCCC3)cs1
#34 O=C(NCc1ccccn1)c1cccc(NS(=O)(=O)c2ccc(Br)cc2)c1
#35 COc1ccc(NC(=O)CN2CCN(c3ccccc3)CC2)cc1
#36 COc1ccc(C(=O)NCC(=O)OCC(=O)NC(=O)NC2CCCCC2)cc1OC
Screen / compound no.,31,32,33,34,35,36
BRCA1 expr up,-76%,-16%,3.2µM*,-18%,17%,-11%
B2AR arrestin,-0.1%,nt,-3.3%,0.4%,0.3%,-0.1%
AT treatment,3%,nt,-2%,-2%,0%,-9%
p53 reactivation,0%,nt,?,1%,9%,1%
ELG1 repair inh,?,nt,?,-3%,5%,6%
PTAP TSG101 blk,-7%,-3%,-2%,-1%,-2%,-1%
TRPV1 ag,-5,nt,-1,4,6,4
CXXC DNA block,-2%,nt,1%,nt,14%,-2%
TCR activator,2%,-2%,-4%,2%,16%,0%
Integrin act MD,11%,-5%,-3%,3%,23%,27%
